Bioassay records: PubChem BioAssay, National Center for Advancing Translational Sciences (NCATS)
Anesthetic bind: binds horse apoferritin like a general anesthetic. apoferritin/1-aminoanthracene competitive binding, fluorescence. Potency, µM (top dose mostly 77.5 µM), inactives show top-dose activity change, negative = displacement, hits mostly inhibitors. actives 0.074% (n = 350,000). AID 485281. P02791; further: potency means the concentration at half of the fitted maximal effect; on the % scale 0 is the no-effect control and ±100 the full control effect; nearly all actives have a fitted effect of over 20% in size
Target sequence (P02791 2-175 limits assumed): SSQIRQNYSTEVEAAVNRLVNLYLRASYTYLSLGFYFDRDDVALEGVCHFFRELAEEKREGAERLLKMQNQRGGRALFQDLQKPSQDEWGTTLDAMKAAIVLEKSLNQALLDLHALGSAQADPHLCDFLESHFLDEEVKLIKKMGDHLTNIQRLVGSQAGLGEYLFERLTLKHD
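Apoferritin-based anesthetic binding model; compound displacement of fluorescent 1-AMA measured as endpoint fluorescence after 10 minutes at room temperature, scaled to free-ligand and complex controls.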
D2 potentiator: D2 dopamine receptor (human) potentiation; HEK293 T-REx D2, calcium flux, EC20 dopamine potentiation; actives 0.34% (n = 340,000); potentiation, % at 10 µM;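 active means potentiation over 3 SD above the plate norm, cut at about 30% in these data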; further: 0% is about no effect
Target sequence (P14416 whole entry, looked up): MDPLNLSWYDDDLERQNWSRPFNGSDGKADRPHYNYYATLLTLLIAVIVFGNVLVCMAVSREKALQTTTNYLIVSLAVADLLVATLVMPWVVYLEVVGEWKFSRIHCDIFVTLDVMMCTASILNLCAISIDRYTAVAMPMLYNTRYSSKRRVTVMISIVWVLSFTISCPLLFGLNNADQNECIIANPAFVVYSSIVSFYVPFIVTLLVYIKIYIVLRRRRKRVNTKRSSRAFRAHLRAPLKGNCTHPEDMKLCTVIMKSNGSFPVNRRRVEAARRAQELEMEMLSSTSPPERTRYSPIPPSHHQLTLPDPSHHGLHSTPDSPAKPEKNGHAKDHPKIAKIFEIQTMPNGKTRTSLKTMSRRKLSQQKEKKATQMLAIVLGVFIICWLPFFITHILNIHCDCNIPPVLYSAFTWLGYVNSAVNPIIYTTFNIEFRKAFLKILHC
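Potentiation of an EC20 dopamine calcium response measured kinetically over 180 s, after a preceding 180 s compound-only read flagging agonists. Cells: inducible Hek293 Trex D2 line, 4000/well, cultured overnight at 30 C before dye loading.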
D1 PAM: potentiators of human D1 dopamine receptor; AID 504651; HEK293 TREx D1 cells, calcium flux, dopamine EC20 potentiation; potentiation, % at 10 µM; actives 0.036% (n = 360,000); in the data active means potentiation above about 30%; further: 0% is about no effect
D1 agonist: human D1 receptor agonism; P21728; HEK293 T-REx D1 cells, calcium flux, agonist mode; activation, % at 2 µM; actives 1% (n = 360,000); AID 504660; in the data active means activation above about 30%; further: 0% is about no effect
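Tetracycline-induced HEK293 TREx D1 cells, force-coupled to calcium signalling, were dye-loaded with a no-wash calcium kit. Compound was pin-added after a 10 s baseline. Fluorescence was read kinetically at 1 cycle/s for 180 s, with calcium rises flagged as agonism.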
TRHR agonist: TRH receptor (human) agonism; P34981; TRHR cells, calcium flux fluo-8, FDSS agonist mode; activation, % at 2 µM; actives 0.18% (n = 360,000); AID 493084; in the data active means activation above about 30%; further: 0% is about no effect
Target sequence (P34981 whole entry, looked up): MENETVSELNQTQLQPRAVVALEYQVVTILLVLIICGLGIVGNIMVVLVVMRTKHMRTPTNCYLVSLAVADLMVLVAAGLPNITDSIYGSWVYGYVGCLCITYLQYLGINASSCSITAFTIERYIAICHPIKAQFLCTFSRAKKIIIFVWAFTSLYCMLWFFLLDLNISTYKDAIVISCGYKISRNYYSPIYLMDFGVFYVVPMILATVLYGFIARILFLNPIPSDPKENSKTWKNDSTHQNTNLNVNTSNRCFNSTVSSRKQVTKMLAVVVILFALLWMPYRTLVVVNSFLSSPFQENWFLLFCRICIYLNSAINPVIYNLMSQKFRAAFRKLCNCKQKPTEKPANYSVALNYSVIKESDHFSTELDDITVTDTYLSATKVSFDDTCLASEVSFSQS
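Agonist-mode FDSS calcium read (Ex 480/Em 530, 1 s cycles) in 1536-well TRHR cells with fluo-8 dye, after 10-cycle baseline and 23 nL compound addition; TRH at EC20 (10 nM final) added afterwards for the enhancer phase.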
D1 antagonist: blocks dopamine activation of the human D1 receptor; P21728; HEK293 TREx D1 cells, calcium flux, dopamine EC80; hits give low values; activity change, negative = inhibition, % at 10 µM; actives 3.2% (n = 360,000); in the data active means activity change below about -30%; further: on the % scale 0 is the no-effect control and ±100 the full control effect
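Using tetracycline-induced force-coupled D1 Hek293 cells and a calcium dye, signals were followed for 180 s after compound, then for 180 s after EC80 dopamine, to detect inhibitors.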
RXFP1 agonist: agonists of human relaxin receptor RXFP1; HEK293T-RXFP1 cAMP TR-FRET, 30 min; response scale: percent of porcine relaxin response, buffer zero; Potency, µM (titrated, usually from 57.5 µM), for the others: top-dose activation, actives largely listed as activators; actives 0.3% (n = 370,000); AID 2676; further: potency means the concentration at half of the fitted maximal effect; on the % scale 0 is the no-effect control and ±100 the full control effect; nearly all actives have a fitted effect of over 60% in size; many of its hits are not listed in these tables
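HEK293 cells stably expressing RXFP1, treated 30 min at 37C with compounds plus PDE4 inhibitor Ro 20174; cAMP measured by HTRF TR-FRET. Normalized to buffer and 29 nM porcine relaxin; EC50 by Hill fit.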
TRHR enhancer: TRH receptor (human) allosteric enhancement; P34981; TRHR cells, fluo-8 calcium fluorescence, EC20 TRH enhancement; enhancement, % at 2 µM; actives 0.66% (n = 360,000); AID 493056; in the data active means enhancement above about 30%; further: 0% is about no effect
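TRHR-expressing cells loaded with fluo-8 calcium dye were read kinetically (ex 480/em 530) during compound addition, then stimulated with an EC20 of TRH (10 nM final). Enhancement of the Gq-mediated intracellular calcium response was scored.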
RXFP1 antag: RXFP1 (human) relaxin receptor antagonism; AID 1259400; HEK293-RXFP1, relaxin-stimulated cAMP HTRF, 30 min; hits give low values; actives 0.59% (n = 350,000); Q9HBX9; activity change, negative = inhibition, % at 57.5 µM;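 active means activity change of -60% or lower, but not beyond a set lower limit; inconclusive means change between -60% and -40%, or beyond the set limit; inactive means change above -40%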; further: on the % scale 0 is the no-effect control and ±100 the full control effect
The depositor's hits bear a star; ? = inconclusive; / = no result given; & = joins results of further samples; [ ] = another dose, or the depositor's remark. Unless noted, the call rests on the fitted dose curve; in most records, active means well fitted curve in the direction sought with a large enough effect; inconclusive means small, poorly fitted or top-dose-only effect, or another doubt; inactive means no such curve, though single readings can be large; an effect the other way counts as inactive or inconclusive. Not all compounds are listed; rates above refer to the full screens.

SMILES	Anesthetic bind	D2 potentiator	D1 PAM	D1 agonist	TRHR agonist	D1 antagonist	RXFP1 agonist	TRHR enhancer	RXFP1 antag
COc1ccc(N(Cc2ccccc2)S(=O)(=O)c2cccc(C(=O)NC3=NCCS3)c2)cc1	?	6	4	0	0.9	-15	2.4%	-12	-4
Cc1cc(C)cc(NC(=O)C2CCN(S(=O)(=O)c3c(C)noc3/C=C/c3ccco3)CC2)c1	-13%	/	2	4	0.7	5	0.5%	-4	-36
CCOC(=O)C1CCN(C(=O)c2cnn3c(C)cc(C)nc23)CC1	-4%	6	-3	2	0.1	6	4.2%	0	4
Cc1cc(NC(=O)COC(=O)COc2ccc3c(c2)CCC3)no1	?	0	-2	4	0.5	-10	0.6%	-4	1
CCc1ccc(OCC(=O)Nc2ccc(S(=O)(=O)Nc3cc(C)on3)cc2)c(Br)c1	-12%	13	5	1	-2.3	22	-1.2%	0	-32
CCOc1ccc(C2C(=O)N(C3CCCCCC3)CC(=O)N2CCc2ccc(OC)c(OC)c2)cc1OC (stereo not drawn)	-7%	-9	0	-4	-0.9	-2	1.6%	-2	11
C/C(=N\NC(=O)COc1ccc(C)cc1Br)c1cc([N+](=O)[O-])cs1	?	5	-1	2	0.4	-3	4.1%	1	-10
CCOC(=O)N1CCN(C(=O)c2cc(OC)c(OC)c(OC)c2)CC1	-7%	/	3	5	0.8	1	-1.0%	4	0
CCOc1ccccc1NC(=O)CC(c1ccc(F)cc1)N1Cc2ccccc2C1=O (stereo not drawn)	67%[activator]	7	-2	8	-0.9	-5	0.9%	5	10
CCOc1ccc(NC(=O)CN(C)C(=O)Cc2ccsc2)cc1OCC	/	-4	0	2	0.0	3	-0.7%	6	-4
CNC(=O)C12N=CNN=C1N(C)C(=O)N2C (stereo not drawn)	-1%	-10	6	3	0.3	12	-0.1%	1	-13
CC(=O)N(Cc1ccccc1)c1ccc(C(=O)O)cc1	-9%	-5	0	1	-0.1	17	1.5%	-3	1
O=C(Nc1ccc2oc(-c3ccc(O)c(Br)c3)nc2c1)c1cc2ccccc2o1	-1%	9	2	3	0.0	-7	5.2%	-1	-13
CSc1nnc(Cc2ccc3c(c2)OCO3)o1	?	/	-6	4	0.0	-23	1.4%	-7	5
O=C(CSc1ccccc1)N1CCN(S(=O)(=O)c2ccccc2F)CC1	6%	-4	-5	2	0.8	4	-0.3%	-1	11

Next structures.
SMILES	Anesthetic bind	D2 potentiator	D1 PAM	D1 agonist	TRHR agonist	D1 antagonist	RXFP1 agonist	TRHR enhancer	RXFP1 antag
O=C(CCS(=O)(=O)c1ccc(Cl)cc1)Nc1nc(-c2cccnc2)cs1	-3%	-3	-4	2	0.4	-5	1.1%	-7	7
COCc1ccc(CN2CCC(n3nccc3NC(=O)CCOc3ccccc3)CC2)o1	-4%	-1	-3	2	-0.5	21	0.3%	5	-2
CCN(CC(=O)Nc1c(F)cccc1F)C(=O)C1CC1	/	9	2	1	0.4	3	2.0%	14	0
Cc1ccc2nc(NC(=O)CSCC(=O)Nc3cc(C)on3)sc2c1	/	-5	9	1	0.2	-20	0.7%	4	3
CCOC(=O)N1CCN(C(=O)c2ccc(Oc3ccc([N+](=O)[O-])cc3)cc2)CC1	-13%	-11	-9	11	-2.7	-26	-4.0%	-5	-1
CCN(CC)CCCNC(=O)c1sc2nc(-c3ccc(F)cc3)cn2c1C	-19%	/	-1	1	0.5	0	-1.2%	-3	14
O=C(c1ccccc1F)N1CCN(c2cnn(-c3cccc(Cl)c3)c(=O)c2Cl)CC1	?	-7	0	6	-0.7	-24	5.9%	-4	-12
CN(C)S(=O)(=O)c1ccc(-c2csc(N/N=C/c3ccc(O)cc3)n2)cc1	?	1	-6	0	0.0	2	-0.7%	-11	?
Cc1cccc(C)c1Nc1nnc(SCc2nc3ccccc3c(=O)[nH]2)s1	-14%	4	-1	18	0.9	-4	0.0%	19	22
Cc1ccc(-c2ccc(CCC(=O)O)n2Cc2ccco2)cc1	-18%	-1	4	0	0.7	-10	0.0%	16	6
Cc1cc(Nc2ccc(C)c(F)c2)n2ncnc2n1	-3%	-6	0	1	-0.7	11	5.2%	0	3
O=C(c1cccc(NS(=O)(=O)c2ccc(Br)cc2)c1)N1CCCCC1	/	8	13	3	0.3	0	-0.1%	-3	-17
Cc1cc(Br)ccc1NC(=O)CCS(=O)(=O)c1cccc2nonc12	3%&5%	8&-6	0	3&1	-1.5&-0.2	11&-1	0.0%&0.3%	-1&15	-2
CCOC(=O)N1CCN(C(=O)CCn2nc(-c3ccc(Cl)cc3)ccc2=O)CC1	-13%	-12	-1	0	0.9	-4	-0.6%	-3	-8
O=C1NC2(CCCC2)Oc2ccccc21	-16%	/	-2	0	0.1	3	2.8%	3	-1

Further structures
SMILES	Anesthetic bind	D2 potentiator	D1 PAM	D1 agonist	TRHR agonist	D1 antagonist	RXFP1 agonist	TRHR enhancer	RXFP1 antag
COc1cc(C2C(C#N)=C(N)Oc3cc(C)oc(=O)c32)cc2c1OCO2 (stereo not drawn)	-12%	7	-7	0	0.8	3	-0.1%	0	-5
NCCCC[C@H]1CNC(=S)N1CCc1cccc(F)c1	-2%	-2	-4	-4	-0.1	13	-1.2%	3	/
O=C(CSc1nnc(-c2ccc(F)cc2)o1)N1CCN(C(=O)c2ccco2)CC1	-9%	/	-2	6	-0.3	10	1.5%	4	-2
O=C(Nc1nnc(SCc2ccc(F)cc2)s1)c1ccccn1	?	3	-4	2	0.5	-2	0.7%	0	-38
O=C(N/N=C/c1cc2c(cc1Cl)OCO2)c1ccc2c(c1)OCCO2	-17%	-30	5	1	-0.8	-1	-0.1%	-2	-5
CC(=O)c1ccc(N2CCN(C(=O)Cc3ccccc3)CC2)c(F)c1	-1%	-8	-11	11	2.4	-22	-2.5%	-6	-16
CN(C)C(=O)c1ccc(NC(=O)COc2ccc([N+](=O)[O-])cc2)cc1	-12%	-6	-3	4	-0.1	-6	6.2%	3	-10
CC(C)Cn1nc(C(=O)Nc2cccc(S(=O)(=O)N3CCCC3)c2)c2ccccc2c1=O	/	12	-4	1	0.5	-4	2.0%	5	6
O=C(NCC1CCCCC1)c1cccc(-c2ccc(O)cc2)c1	?	-13	-13	7	-1.1	-12	-1.1%	-1	-18
O=C(O)CC12C[C@H]3C[C@@H](C1)CC(n1ncc(N4CCN(c5ccccc5)CC4)c(Cl)c1=O)(C3)C2	0%	-8	-4	1	1.3	-3	-1.4%	-2	4
O=c1cc(CSc2nnc(COc3cccc4ccccc34)o2)c2ccccc2[nH]1	7%	5	2	3	0.5	2	-2.6%	4	6
Cc1nc(SC(C(=O)c2ccccc2)c2ccccc2)n[nH]1 (stereo not drawn)	-12%	-6	3	-1	0.2	-7	1.4%	-3	3
COc1ccc2nc3oc(C(=O)Nc4ccc(OC)c(OC)c4)cc3cc2c1	2%	5	-2	1	0.1	10	-1.8%	6	-10
COc1ccc(/C=N/NC(=O)c2ccccc2NC(=O)c2ccco2)c(OC)c1	4%	4	1	4	-0.7	-18	-1.5%	-5	2
Cc1ccc(Cn2c(=O)n(CCc3ccccc3)c(=O)c3c(C)c(C)sc32)cc1	0%	22	2	-1	1.5	-1	3.5%	8	-3

2 entries picked at random from the list so far, as already listed:
SMILES	Anesthetic bind	D2 potentiator	D1 PAM	D1 agonist	TRHR agonist	D1 antagonist	RXFP1 agonist	TRHR enhancer	RXFP1 antag
CC(C)Cn1nc(C(=O)Nc2cccc(S(=O)(=O)N3CCCC3)c2)c2ccccc2c1=O	/	12	-4	1	0.5	-4	2.0%	5	6
COc1ccc2nc3oc(C(=O)Nc4ccc(OC)c(OC)c4)cc3cc2c1	2%	5	-2	1	0.1	10	-1.8%	6	-10

(continued)
SMILES	Anesthetic bind	D2 potentiator	D1 PAM	D1 agonist	TRHR agonist	D1 antagonist	RXFP1 agonist	TRHR enhancer	RXFP1 antag
CCOC(=O)C1CCN(c2c(NC3CCCc4ccccc43)c(=O)c2=O)CC1 (stereo not drawn)	-2%	3	5	1	-0.3	-3	0.3%	5	/
COCCn1c(C)nnc1SCC(=O)NNC(=O)c1ccc(Br)cc1	-8%	-9	-5	2	0.7	4	-0.1%	-5	-6
Cc1c(NC(=O)c2cc(-c3cccs3)nc3ccccc23)c(=O)n(-c2ccccc2)n1C	-12%	-8	-5	0	-0.7	-16	1.2%	-18	-12
O=C(Oc1c(CN2CCOCC2)cc(Cl)c2cccnc12)c1ccccc1	-11%	/	-2	0	1.2	-1	0.8%	-7	-2
Cc1ccc2c(c1)N(C(=O)CCC(=O)NCc1ccccc1)CC(C)O2 (stereo not drawn)	-10%	-10	11	1	-1.3	-21	2.1%	4	/
CCCCCOc1ccc(/C=C/C(=O)NCCc2nc3ccccc3[nH]2)cc1OC	7%	2	7	0	1.8	-1	0.7%	4	-4
O=C(CSc1nc2ncccc2o1)Nc1cccc(C(F)(F)F)c1	-9%	4	-6	0	-0.2	-3	-0.5%	1	0
Cc1cc(C)c(NC(=O)CSc2nc3nccnc3c(=O)n2CCc2c[nH]c3ccccc23)c(C)c1	-1%	5	-3	2	0.1	2	0.3%	-3	6
O=C(CNc1ccc(C(F)(F)F)cc1)Nc1cccc(S(=O)(=O)N2CCCC2)c1	/	-7	-1	4	1.6	29	-1.4%	0	20
Cc1ccc(-n2nnnc2SCC(=O)c2c(N)n(C3CC3)c(=O)[nH]c2=O)c(C)c1	/	0	/	6	0.1	52	0.9%	16	8
COc1ccc(C(=O)Nc2nc(CC(=O)NCc3ccc(F)cc3)cs2)cc1	/	-2	2	1	-1.6	-3	14%	-1	8
Cc1ccc(-n2c(SCC(=O)OC(C)C)nnc2-c2cnccn2)cc1	-11%	-5	2	3	-0.4	-11	1.1%	3	5
Cc1ccc(C2=Nc3ccccc3N(CC(=O)Nc3cccc(F)c3)C(=O)C2)cc1C	2%	11	-6	18	-0.7	2	-1.7%	9	-8
Cc1cc(/C=C2\C(=N)N3N=C(c4ccco4)SC3=NC2=O)c(C)n1Cc1ccccc1	?	-3	3	38*	5.5	-39*	1.3%	-14	-17
O=C(NC(Cc1ccccc1)C(=O)O)/C(=C/c1ccc(Cl)cc1)NC(=O)c1ccccc1 (stereo not drawn)	-4%	-6	1	2	0.4	0	0.0%	-4	4
CCc1nn(CC(=O)NCCC2=CCCCC2)c(=O)c2cc3cc(F)ccc3n12	9%	0	1	1	-0.8	-9	-1.7%	1	1
